Compound activity: PubChem, several laboratories
TRPML3 ag – activates the human TRPML3 channel; HEK293 TRPML3-YFP, Fluo-8 calcium fluorescence; 100% = the carbachol control signal; AID 1448; activation, % at 3 µM; Q8TDD5; actives 0.29% (n = 220,000);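 active = activation above its plate's cutoff, the mean activation of the plate's test wells plus 3 SD, cut at about 12% in these data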;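 note: 0% = DMSO only wells and 100% = carbachol wells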
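Material: HEK293 cells stably carrying human TRPML3-YFP; compound dosing: single dose, 3 µM final nominal compound, 0.3% DMSO final; incubation: 1-h 37 °C dye load, 5-s basal, 120-s post-compound reads; technique: Fluo-8 intracellular calcium fluorescence, excitation 470-495 nm, emission 515-575 nm; read-out basis: percent activation from peak-to-basal fluorescence ratio, scaled between DMSO and carbachol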
CHOP inh – inhibitors of CHOP induction in ER stress response | inhibition, % at 10 µM | actives 3.8% (n = 220,000) | AID 2732 | CHO-K1 CHOP-promoter luciferase, tunicamycin-induced, 15-18 h;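 active = compounds that reduced the stress-induced luciferase reporter signal by more than about 70% of percent inhibition, limit read from the data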;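 note: 0% = tunicamycin plus vehicle and 100% = wells without tunicamycin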
TRPN1 ag – agonists of zebrafish TRPN1 channel | HEK293 zebrafish TRPN1-YFP, Fluo-8 calcium fluorescence; 100% = response to 87 µM carbachol | activation, % at 3 µM | actives 0.18% (n = 220,000);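 active = activation above its plate's cutoff, the mean activation of test wells on that plate plus 3 SD, cut at about 19% in these data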;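 note: 0% = DMSO alone and 100% = 87 µM carbachol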
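Assay system: Zebrafish TRPN1-YFP in HEK293 cells | Incubation: Dye loading 1 h at 37 °C, then 30 min room temperature | Measured by: Kinetic Fluo-8 fluorescence, ex 470-495, em 515-575 nm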
EP2 modulator – modulates human prostaglandin E2 receptor EP2 signaling | P43116 | EP2-expressing cells, cAMP HTRF FRET, PGE2 co-stimulation | induction, % at 25 µM | actives 0.83% (n = 260,000);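 active = compounds whose cAMP rise, as percent of the full-agonist control response, exceeds 60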;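 note: rat C6 glioma line stably carrying human EP2 under a CMV promoter; the protocol text gives 20 µM as final concentration; 100% = response of wells given 1 µM PGE2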
NPY-Y2 PAM-ag – potentiates or activates human NPY-Y2 receptor | P49146 | cells expressing NPY-Y2, potentiator/agonist read-out | actives 0.45% (n = 220,000) | activation, % at 3.6 µM; in the data active = activation above about 27%;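 note: cells stimulated with NPY near EC25 plus isoproterenol at EC100; 0% = vehicle plus submaximal agonist and 100% = vehicle plus saturating agonist; some results beyond the cut were filed as inactive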
Target sequence (P49146 whole entry, looked up): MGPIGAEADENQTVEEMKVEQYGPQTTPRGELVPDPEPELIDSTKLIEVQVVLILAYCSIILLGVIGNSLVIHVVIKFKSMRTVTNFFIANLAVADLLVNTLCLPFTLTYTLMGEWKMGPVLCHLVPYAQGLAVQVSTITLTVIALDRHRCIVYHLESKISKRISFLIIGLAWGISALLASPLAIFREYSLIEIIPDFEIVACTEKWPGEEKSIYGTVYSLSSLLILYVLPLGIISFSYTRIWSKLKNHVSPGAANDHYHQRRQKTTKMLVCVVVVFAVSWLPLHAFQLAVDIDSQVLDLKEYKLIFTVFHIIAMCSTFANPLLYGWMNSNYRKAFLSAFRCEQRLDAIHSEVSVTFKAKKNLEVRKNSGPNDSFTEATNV
S1P4 antag – antagonists of human S1P4 receptor. actives 0.26% (n = 220,000). S1P4-expressing cells, antagonist mode, reporter read-out. O95977. inhibition, % at 4.98 µM; in the data active = inhibition above about 29%;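 note: 0% = wells stimulated with agonist and 100% = vehicle wells without agonist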
S1P4 agonist – activates the human S1P4 receptor | O95977 | S1P4-expressing cell line, agonist reporter assay | activation, % at 4.98 µM | actives 0.35% (n = 220,000); in the data active = activation above about 11%;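 note: 0% = DMSO vehicle and 100% = reference agonist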
NPY Y1 blocker – antagonists of human neuropeptide Y receptor Y1; P25929; HEK293-CNG Y1 cells, membrane potential fluorescence; NPY at EC95, then isoproterenol; inhibition, % at 3.6 µM; actives 1% (n = 200,000); AID 1040;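 active = inhibition above the campaign mean inhibition of all tested compounds plus 3 SD, cut at about 20% in these data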;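 note: 0% = DMSO wells given NPY plus isoproterenol and 100% = isoproterenol alone without NPY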
Target sequence (P25929 whole entry, looked up): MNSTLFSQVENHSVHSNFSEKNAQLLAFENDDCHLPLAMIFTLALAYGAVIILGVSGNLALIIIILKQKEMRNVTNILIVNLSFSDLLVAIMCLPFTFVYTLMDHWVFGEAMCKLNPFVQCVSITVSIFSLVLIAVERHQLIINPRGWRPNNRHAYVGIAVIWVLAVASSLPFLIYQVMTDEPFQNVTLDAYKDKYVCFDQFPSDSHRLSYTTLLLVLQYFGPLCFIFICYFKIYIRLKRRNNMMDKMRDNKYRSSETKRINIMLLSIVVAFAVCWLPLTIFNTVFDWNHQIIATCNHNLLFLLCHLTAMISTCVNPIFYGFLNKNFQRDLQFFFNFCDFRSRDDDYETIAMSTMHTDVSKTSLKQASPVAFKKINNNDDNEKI
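material = HEK293 cells with Y1 receptor plus CNG channel | also added = NPY 25 nM then isoproterenol 1 µM plus Ro 20-1724 25 µM | schedule = dye 3 h, compound 60 min room temperature, stimulation 45 min | measured by = membrane potential fluorescence | benchmarks = high control isoproterenol alone, low control NPY with isoproterenol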
NPY-Y1 PAM-ag – potentiates or activates human NPY-Y1 receptor | NPY-Y1 expressing cells, potentiator/agonist activation | activation, % at 3.6 µM | actives 0.37% (n = 220,000) | AID 1304; in the data active = activation above about 33%, passing the limit was not always enough;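 note: cells stimulated with NPY at EC10 then isoproterenol at EC100; 0% = low agonist plus stimulus and 100% = saturating agonist plus stimulus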
An asterisk follows results filed as active; · = no result given.

entry	Compound	TRPML3 ag	CHOP inh	TRPN1 ag	EP2 modulator	NPY-Y2 PAM-ag	S1P4 antag	S1P4 agonist	NPY Y1 blocker	NPY-Y1 PAM-ag
1	COC(=O)C1C(=O)c2c([nH]c(C(=O)OC3CCCCCC3)c2C)CC1C (stereo not given)	-0.1	70	1.6	-13	-3	-4	-0.9	4	-14
2	CC(C)NC(=O)COC(=O)C1CSC2(c3ccc(Br)cc3)CCC(=O)N12 (stereo not given)	0.7	3	0.5	24	1	-23	-0.5	6	6
3	CN(C)S(=O)(=O)N1CCCC(C(=O)c2ccc(-c3ccccc3)cc2)C1 (stereo not given)	-0.1	8	0.5	15	-5	-3	0.1	11	2
4	O=C(Nc1ccc(F)cc1)c1ccccc1CC[N+](=O)[O-]	0.1	26	-0.2	23	-8	2	0.1	5	25
5	O=C(CCl)NC(Cc1ccccc1)c1ccccc1 (stereo not given)	-0.3	-52	-2.5	7	-16	2	-0.3	6	-6
6	CCN(CC)c1cc2nonc2c2nonc12	-0.5	-1	-2.0	43	14	0	0.6	12	-26
7	CCCOC(=O)c1ccc(NC(=O)c2cc(=O)[nH]c3ccccc23)cc1	0.9	1	1.1	-24	-30	10	0.7	·	-8
8	OCc1cn(-c2ccccc2)nc1-c1ccco1	1.1	-6	0.3	-7	8	-2	-2.9	-3	-24
9	O=C(COc1ccc(S(=O)(=O)N2CCCC2)cc1)NCCC1=CCCCC1	0.7	49	-0.4	0	-1	-5	3.0	0	9
10	Cc1[nH]c2ccccc2c1NC(=O)CN1CCN(C(=O)c2ccco2)CC1	0.3	0	0.1	-16	-7	-6	-1.0	·	-8
11	CN(C)C(=S)c1ccc(N(C)C)cc1	1.2	19	0.8	14	-8	-16	-0.1	1	7
12	O=C(Nc1nc2ccccc2n1Cc1ccccc1)c1ccco1	-0.1	54	-1.0	12	0	-21	1.0	3	-25
13	Cc1ccc(S(=O)(=O)N2CCC(C(=O)N3CCC[C@H]3C(=O)NCc3ccccc3)CC2)cc1	-0.2	3	0.3	15	6	-11	-1.0	3	7
14	COc1ccc(-c2nc3ncnn3cc2C)cc1F	0.3	20	0.2	2	16	-19	1.8	1	10
15	CC(C)OC(=O)C1C2C=CC3(CN(C(C)c4ccc(Br)cc4)C(=O)C13)O2 (stereo not given)	0.6	-4	1.9	14	-2	-4	-0.3	-8	8

3 structures out of the list, arranged by count of non-hydrogen atoms, high to low:
entry	Compound	TRPML3 ag	CHOP inh	TRPN1 ag	EP2 modulator	NPY-Y2 PAM-ag	S1P4 antag	S1P4 agonist	NPY Y1 blocker	NPY-Y1 PAM-ag
9	O=C(COc1ccc(S(=O)(=O)N2CCCC2)cc1)NCCC1=CCCCC1	0.7	49	-0.4	0	-1	-5	3.0	0	9
7	CCCOC(=O)c1ccc(NC(=O)c2cc(=O)[nH]c3ccccc23)cc1	0.9	1	1.1	-24	-30	10	0.7	·	-8
11	CN(C)C(=S)c1ccc(N(C)C)cc1	1.2	19	0.8	14	-8	-16	-0.1	1	7

Reprinted at random: two entries already listed, in no set order.
entry	Compound	TRPML3 ag	CHOP inh	TRPN1 ag	EP2 modulator	NPY-Y2 PAM-ag	S1P4 antag	S1P4 agonist	NPY Y1 blocker	NPY-Y1 PAM-ag
10	Cc1[nH]c2ccccc2c1NC(=O)CN1CCN(C(=O)c2ccco2)CC1	0.3	0	0.1	-16	-7	-6	-1.0	·	-8
4	O=C(Nc1ccc(F)cc1)c1ccccc1CC[N+](=O)[O-]	0.1	26	-0.2	23	-8	2	0.1	5	25

Continuation:
entry	Compound	TRPML3 ag	CHOP inh	TRPN1 ag	EP2 modulator	NPY-Y2 PAM-ag	S1P4 antag	S1P4 agonist	NPY Y1 blocker	NPY-Y1 PAM-ag
16	CN(C)C(CNC(=O)c1ccc(S(=O)(=O)N(C)C)cc1)Cc1ccccc1 (stereo not given)	1.5	7	1.1	-7	-4	-7	1.7	6	-18
17	O=C(c1cc2ccccc2oc1=O)N(Cc1ccc(F)cc1)C1CCS(=O)(=O)C1 (stereo not given)	-0.1	-4	0.9	15	1	-11	0.2	·	17
18	COc1ccc(CC(=O)O/N=C(\N)Cc2cccc3ccccc23)cc1	1.0	14	1.4	-17	-9	-6	1.0	13	-20
19	CC(=O)Nc1ccc(S(=O)(=O)NC(CC(=O)O)c2ccc(OC(C)C)cc2)cc1 (stereo not given)	-0.7	-25	1.1	5	-10	-4	2.2	-4	-8
20	Cc1ccc(NC(=O)CS(=O)CC(=O)NC(C)CCc2ccco2)cc1Cl (stereo not given)	0.6	25	-2.2	3	4	-15	0.3	6	-19
21	COc1ccc(C=NCC2COc3ccccc3O2)cc1OC (stereo not given)	0.9	36	-0.9	42	2	-29	2.4	4	6
22	Cc1cc(C)n(-c2ccc(C(=O)OCC(=O)Nc3ccc(S(=O)(=O)N4CCOCC4)cc3)cc2)n1	1.3	6	3.7	-9	19	2	0.8	2	-13
23	O=C1c2ccc3c4c(ccc(c24)C(=O)N1c1cccc(O)c1)CC3	0.8	93*	1.8	-3	0	-7	1.6	1	16
24	O=C1C2C3C=CC(C3=C3CCCCC3)C2C(=O)N1c1ccccc1 (stereo not given)	0.5	8	-0.4	-4	-7	6	1.0	-1	-7
25	CCCCCCN1CC(O)=C(c2nc3ccccc3[nH]2)C1=N	0.6	84*	1.9	16	-4	-8	1.5	2	-4
26	NS(=O)(=O)c1ccc(CCNS(=O)(=O)c2ccccc2)cc1	0.5	1	-0.4	-13	-10	-22	0.5	-1	6
27	COc1ccc(-c2csc(NC(=O)COC(=O)C3=COCCO3)n2)cc1	2.0	0	2.5	-9	-2	-19	-0.2	-7	0
28	Cc1nc2c(C(=O)NCCc3ccccc3Cl)c[nH]n2c(=O)c1Cl	0.2	-16	-0.1	-12	-6	2	2.8	2	-14
29	O=C(NC1CCCc2ccccc21)C1CCCO1 (stereo not given)	0.5	7	0.0	10	7	-3	1.1	-4	16
30	Cc1cc(C)nc(-n2nc(C)cc2NC(=O)c2ccc(F)cc2F)n1	0.8	-3	0.9	36	-1	-5	1.3	9	-13

An excerpt of these results, as labelled records.
27. COc1ccc(-c2csc(NC(=O)COC(=O)C3=COCCO3)n2)cc1
  TRPML3 ag: 2.0; CHOP inh: 0; TRPN1 ag: 2.5; EP2 modulator: -9; NPY-Y2 PAM-ag: -2; S1P4 antag: -19; S1P4 agonist: -0.2; NPY Y1 blocker: -7; NPY-Y1 PAM-ag: 0
28. Cc1nc2c(C(=O)NCCc3ccccc3Cl)c[nH]n2c(=O)c1Cl
  TRPML3 ag: 0.2; CHOP inh: -16; TRPN1 ag: -0.1; EP2 modulator: -12; NPY-Y2 PAM-ag: -6; S1P4 antag: 2; S1P4 agonist: 2.8; NPY Y1 blocker: 2; NPY-Y1 PAM-ag: -14
29. O=C(NC1CCCc2ccccc21)C1CCCO1 (stereo not given)
  TRPML3 ag: 0.5; CHOP inh: 7; TRPN1 ag: 0.0; EP2 modulator: 10; NPY-Y2 PAM-ag: 7; S1P4 antag: -3; S1P4 agonist: 1.1; NPY Y1 blocker: -4; NPY-Y1 PAM-ag: 16

Carrying on.
entry	Compound	TRPML3 ag	CHOP inh	TRPN1 ag	EP2 modulator	NPY-Y2 PAM-ag	S1P4 antag	S1P4 agonist	NPY Y1 blocker	NPY-Y1 PAM-ag
31	O=C(CSc1nnc(NC(=O)c2ccc(S(=O)(=O)N3CCOCC3)cc2)s1)Nc1ccccc1C(F)(F)F	0.5	14	0.9	21	9	-14	-0.9	1	8
32	COc1ccc(C(=O)O)cc1S(=O)(=O)NC(C)C	-0.4	-10	2.2	12	3	2	2.5	·	-3
33	CCn1ncc([N+](=O)[O-])c1C(=O)Nc1ccc(C(=O)N2CCCCC2)cc1	1.3	0	3.9	8	-2	-7	0.4	-2	-29
34	Cc1c(-c2cccc(Cl)c2)nc2ccccc2c1C(=O)OC/C(O)=C(\C#N)c1nc2ccccc2[nH]1	1.0	105*	0.8	12	21	-9	-0.8	1	19
35	Cc1cccc(N2Cc3ccccc3C2=NC(=O)c2ccc(Cl)nc2)c1	0.2	21	0.2	8	-8	-25	0.3	-2	-15
36	CC(C)N(Cc1nc(-c2ccccc2)no1)C(=O)CCCN1C(=O)c2ccccc2C1=O	1.7	19	0.2	1	-12	-2	-2.8	1	-12
37	O=C1Nc2c(c(=O)[nH]c(=O)n2-c2ccc(F)cc2)C1(NS(=O)(=O)c1ccccc1)C(F)(F)F (stereo not given)	-0.3	-12	-1.1	20	-17	7	-3.4	·	8
38	Cn1c(=O)c(=O)n(C)c2cc(S(=O)(=O)N3CCC(Cc4ccccc4)CC3)ccc21	0.5	62	1.1	18	14	-3	0.8	0	14
39	O=C(c1c(F)cccc1F)N1CCCC1	0.4	16	1.1	34	2	-7	1.6	-2	19
40	Cc1ccccc1Nc1nc(N)nc(CCl)n1	0.4	-47	0.2	9	-8	8	0.6	·	3
41	O=C(Oc1ccc(C(=S)N2CCOCC2)cc1Br)c1ccccc1F	-0.1	29	0.8	-25	6	-2	0.8	-1	-12
42	Cc1ccc(/C=N/NC(=O)c2ccc(Br)o2)s1	0.1	7	1.3	-27	0	-2	-0.1	6	2
